SIRT5 block = sirtuin-5 (human) deacylase inhibition | Q9NXA8 | Purified SirT5, succinyl-peptide AMC, trypsin-coupled fluorescence | inhibition, % at 15 µM | actives 1.1% (n = 330,000); in the data active = inhibition above about 15%
Target sequence (Q9NXA8 whole entry, looked up): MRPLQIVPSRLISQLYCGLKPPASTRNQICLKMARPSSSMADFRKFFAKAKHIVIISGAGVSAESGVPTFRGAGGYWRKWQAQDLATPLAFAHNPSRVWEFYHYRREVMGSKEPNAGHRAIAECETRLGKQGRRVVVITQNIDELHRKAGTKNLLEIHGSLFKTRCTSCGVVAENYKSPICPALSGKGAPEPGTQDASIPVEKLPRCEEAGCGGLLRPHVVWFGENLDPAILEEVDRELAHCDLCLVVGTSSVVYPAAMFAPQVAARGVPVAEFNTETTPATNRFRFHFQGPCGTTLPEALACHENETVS
esBAF inh = blocks esBAF chromatin remodeling in mouse ES cells. reporter increase, % at 12.5 µM. Bmi1-luciferase knock-in reporter, 24 h; 100% = twice the neutral-well signal. actives 2% (n = 350,000); in the data active = activation above about 40%;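 note: 0% = median of the plate's neutral control wells and 100% = double that signal; a rise in the Bmi1 reporter signal indicates esBAF inhibition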
Casp6 inh = caspase-6 (human) enzyme inhibition; P55212; purified caspase-6, Z-VEID-R110 cleavage fluorescence; inhibition, % at 12.5 µM; actives 0.53% (n = 350,000); AID 686996;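 active = mean inhibition across replicates at least about 35%, with every replicate also reaching that limit, limit read from the data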;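 note: 0% = median of neutral control wells and 100% = no fluorescence left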
Target sequence (P55212 24-179 limits assumed): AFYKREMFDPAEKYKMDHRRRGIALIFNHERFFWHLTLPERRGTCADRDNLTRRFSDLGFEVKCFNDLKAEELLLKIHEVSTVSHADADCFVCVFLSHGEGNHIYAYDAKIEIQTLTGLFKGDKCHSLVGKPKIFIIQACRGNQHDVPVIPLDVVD
Target sequence (P55212 194-293 limits assumed): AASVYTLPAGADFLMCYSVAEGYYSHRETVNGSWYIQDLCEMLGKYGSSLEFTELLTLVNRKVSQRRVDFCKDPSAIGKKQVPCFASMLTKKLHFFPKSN
S100A4 inh HTS = blocks human S100A4 binding to myosin IIA peptide; P26447; S100A4/TAMRA-MyoIIA peptide fluorescence polarization; inhibition, % at 10.7 µM; actives 0.14% (n = 360,000);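 active = mean inhibition of at least 70% across replicates, with every replicate also reaching that level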
Target sequence (P26447 whole entry, looked up): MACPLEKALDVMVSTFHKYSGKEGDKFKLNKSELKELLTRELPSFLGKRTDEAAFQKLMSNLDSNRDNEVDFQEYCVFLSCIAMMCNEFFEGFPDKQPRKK
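Test system: S100A4 monomer protein; Medium: HEPES pH 7.2 with CaCl2, KCl, NaCl, DTT, Triton; Probe or stimulus: TAMRA-labelled myosin IIA heavy-chain peptide probe, 5 nM; Doses: one dose per compound; Times: polarization read 5 min after assay mix addition, stable 5–60 min; Benchmarks: neutral control DMSO, positive control TFP.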
FN deposit inh = fibronectin deposition inhibition; AH1F fibroblasts, Alexa488-fibronectin deposition fluorescence, overnight; inhibition, % at 12.6 µM; actives 0.086% (n = 350,000); AID 743247;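 active = mean inhibition across replicates of 30% or more, regardless of how many single replicates reach that level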;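 note: positive control wells lacked labelled fibronectin entirely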
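Assay system: AH1F fibroblasts assembling fluorescent fibronectin matrix; Amount: 10000 AH1F cells per well; Buffer or medium: DMEM, 2% serum; Probe or stimulus: Alexa488-fibronectin, 24 nM final in well; Doses: single compound dose, delivered by pin transfer; Incubation: 1 h adhesion, overnight exposure; Measured by: fluorescence 485/525 nm; Read-out: fibronectin deposition inhibition.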
LGR2 inh = inhibitors of bursicon-induced Drosophila LGR2 receptor cAMP signaling; HEK293 LGR2, CRE-luciferase, bursicon-stimulated, 4 h; inhibition, % at 9.99 µM; actives 0.35% (n = 380,000); AID 720647;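 active = drop in luminescence signal, shown as inhibition above about 50% in the replicate tests, limit read from the data, passing the limit was not always enough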;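 note: agonist challenge used bursicon conditioned medium at about half maximal strength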
C2C12 statin = protects C2C12 myotubes from simvastatin toxicity; ATP luminescence, 48 h; scaled: DMSO 0, geranylgeraniol control 100; rescue of ATP level, % at 7.49 µM; actives 0.78% (n = 330,000); AID 602340;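 active = mean ATP rescue above about 67%, or every replicate alone reaching that limit, limit read from the data, passing the limit was not always enough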;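 note: myotubes were challenged with 10 µM simvastatin during compound exposure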
* marks the source's active call; other numbers are inactive results; · = not tested or not shown.

SMILES	SIRT5 block	esBAF inh	Casp6 inh	S100A4 inh HTS	FN deposit inh	LGR2 inh	C2C12 statin
CC(C)(C)Sc1ccc(/C=N/O)cc1[N+](=O)[O-]	-1	·	7	-13	13	-28	·
Cc1cc(C(=O)N2CCCC(C(=O)c3ccc4ccccc4c3)C2)n(C)n1 (stereo not given)	-3	0	1	-5	6	-1	-4
COc1ccc(S(=O)(=O)N2CCC(NC(=O)c3cccc(F)c3)CC2)cc1	-1	-5	1	-8	-1	6	-9
CCN(CC(=O)Nc1c(F)cccc1F)C(=O)c1cccc(S(=O)(=O)NCc2ccccc2)c1	-5	-3	3	1	-4	3	1
COc1ccc(/C=N/N2CCN(Cc3ccccc3)CC2)cc1	-1	-7	-6	-2	-1	4	-1
O=C(c1ccc2c(c1)OCO2)N1CC(=O)N2[C@H](CO)[C@H](c3ccc(-c4ccccc4)cc3)[C@@H]2C1	4	·	0	11	·	13	·
C[C@@H]1CN([C@@H](C)CO)C(=O)Cc2cc(NC(=O)Nc3ccc(F)cc3)ccc2O[C@H]1CN(C)S(=O)(=O)c1ccccc1	3	1	2	1	·	12	28
CCOC(=O)c1cc(-c2ccccc2)n(CC2CC(c3ccc(OC)cc3)=NO2)n1 (stereo not given)	·	0	0	-4	-8	-4	3
COC(=O)[C@@]1(Cc2ccccc2)N=C(c2ccc(OCCCO)cc2)O[C@H]1c1ccccc1	6	·	0	6	·	·	·
COc1cc2c(cc1N/C=C(\C#N)c1nc(-c3ccc(F)cc3)cs1)oc1ccccc12	-1	-9	3	0	-8	-13	-37
Cc1oc(-c2ccccc2F)nc1CS(=O)CC(=O)NCc1ccccc1 (stereo not given)	-4	·	1	-12	-2	25	·
CCCC(C)(C)C(=O)N1CCC1(C)C(=O)Nc1cccc2ccccc12 (stereo not given)	-2	-9	0	0	-1	·	23
COc1ccc(S(=O)(=O)NCCCN2CCCC2=O)cc1OC	-6	5	0	-1	4	-15	1
C[C@H](CO)N1C[C@H](C)[C@@H](CN(C)C)Oc2cc(C#CC3(O)CCCC3)ccc2S1(=O)=O	-2	-5	2	-3	2	-2	-3
COc1ccccc1CNC(=O)CCC(=O)n1ncc2cc(C)ccc21	-3	-2	1	-8	-17	-21	-7
COc1cc2ccccc2cc1C(=O)OCC(=O)c1c(N)n(C)c(=O)n(C)c1=O	0	7	0	1	3	-5	2
O=C1CCCC2=C1Sc1ccc(Cl)cc1N2	1	·	-1	2	6	-1	·
CC(C)NC(=O)Nc1ccc2c(c1)CC(=O)N([C@@H](C)CO)C[C@H](C)[C@H](CN(C)Cc1ccc(Oc3ccccc3)cc1)O2	3	-6	-2	5	·	-2	23
CCSc1nc2sc3c(c2c(=O)[nH]1)CCc1ccccc1-3	-30	-5	4	16	3	0	3
O=C(CC1CC1)N1CC2(C1)[C@H](c1ccccc1)[C@@H](CO)N2C(=O)c1cnccn1	-1	·	1	34	·	-15	·
CCOC(=O)C1=C(C)NC2=C(C(=O)CC(C)(C)C2)C1c1coc2ccccc2c1=O (stereo not given)	·	-6	·	·	·	-1	12
CCCc1cc(=O)oc2cc3oc(C)c(C)c3cc12	·	-11	·	·	-4	·	-2
S=C(NCc1ccco1)NCc1ccco1	·	·	52*	3	-8	6	·
Cc1c(C(=O)NCc2cccc(C(F)(F)F)c2)sc(=O)n1Cc1ccc(C(=O)N(C)C)cc1	·	4	-1	1	16	-7	6
COc1ccccc1OCc1nnc(SCC(=O)N2CCCCC2)n1-c1ccccc1	·	7	·	·	-2	·	-8
CCOC(=O)CSc1nc2ccccc2c(=O)n1CCCCCC(=O)NCc1ccco1	10	0	2	0	-1	12	-3
C[C@H](CO)N1C[C@H](C)[C@H](CN(C)C(=O)Nc2ccc(F)cc2)OCCCC[C@H](C)Oc2ccc(NS(=O)(=O)c3cccs3)cc2C1=O	5	0	5	23	·	-5	·
Cc1ccc(S(=O)(=O)N(C)c2cccc3c2S(=O)(=O)N([C@H](C)c2ccccc2)C[C@@H](COCc2ccccc2)O3)cc1	-2	·	-2	0	5	18	·
Cc1noc(C)c1S(=O)(=O)N1CCN(c2ccccc2Cl)CC1	-1	·	0	-76	-6	-1	2
CO[C@@H]1CN(C)C(=O)c2ccc(NS(=O)(=O)c3cn(C)cn3)cc2OC[C@@H](C)N(Cc2cccc(F)c2)C[C@H]1C	1	4	0	-1	-11	7	4
O=C(CCC1CCCN(C(=O)C2(c3ccccc3)CC2)C1)N1CCN(c2ccccn2)CC1 (stereo not given)	·	·	0	-12	7	27	·
CCOC(=O)N1CCC(NS(=O)(=O)c2cc(C(=O)OC)n(C)c2)CC1	·	2	-1	13	-2	6	-5
COc1cccc(CNC(=O)c2ccc(S(=O)(=O)N3CCCCC3)cc2)c1	-4	1	0	-2	9	10	-2
Cc1ccc(Cl)c2c1NC(=O)C2=O	·	0	0	2	-3	12	-9
CC(C)(C)NC(=O)COC(=O)c1ccc(F)cc1Cl	-7	·	-2	3	-6	·	·
Cc1nn(C)c(C)c1CN(C)C(=O)C1CCC(=O)N(C2CCCCCC2)C1 (stereo not given)	2	0	-1	-2	0	4	6
CCCc1nc(SCC(N)=O)[nH]c(=O)c1CC	·	-12	·	·	-2	-5	6
COc1ccc(N(CC(=O)NCc2ccccc2)S(=O)(=O)c2c(C)n[nH]c2C)cc1	1	-5	-2	11	-11	-4	4
COc1ccc(-c2[nH]ncc2CN(C)CCc2c(C)n[nH]c2C)c(F)c1	-3	4	-10	-8	-2	12	0
CCC(=O)N1CC2(C1)[C@H](c1ccc(-c3ccc(F)cc3)cc1)[C@H](CO)N2C(=O)CC	2	·	-1	-3	8	-4	·
COc1ccc(S(=O)(=O)N2CCOC2CNC(=O)C(=O)NCc2ccccn2)cc1C (stereo not given)	1	1	-2	0	-8	-15	16
CC(=O)c1cccc(S(=O)(=O)N2CCCC(c3nc(-c4ccc(C)o4)no3)C2)c1 (stereo not given)	·	3	·	·	4	·	12
CCOc1cccc2cc(C(=O)Nc3cc(C)on3)c(=O)oc12	·	13	·	·	2	8	2
COc1ccc(NC(=O)CCN2C(=O)c3ccccc3S2(=O)=O)cc1	·	4	·	·	-1	·	-6
Cc1ccc(-c2nn(CC(N)=O)c(=O)c3ccccc23)cc1S(=O)(=O)N(C)C	·	0	·	·	-1	·	1
O=C1CC(=O)CC(c2ccccc2)C1	0	·	6	13	-10	11	·
CO[C@@H]1CN(C)C(=O)c2ccc(NC(=O)Nc3ccccc3F)cc2OC[C@@H](C)N(CC2CC2)C[C@H]1C	-1	6	1	-4	3	6	4
Cc1ccc(S(=O)(=O)N2CCN(C(=O)C3CC(=O)N(c4ccc5c(c4)OCCO5)C3)CC2)cc1 (stereo not given)	-1	6	3	-1	13	-16	9
O=S(=O)(c1ccc(C(F)(F)F)cc1)N1CCCc2nc(-c3ccccc3)ccc21	·	·	1	-3	-3	-4	·
CC12CC3(C)CC(C)(C1)CC(C(=O)Nc1nn[nH]n1)(C2)C3	·	-9	·	·	-6	12	3
O=C(c1cccc(S(=O)(=O)N2CCCC2)c1)N1CCN(Cc2ccccc2)CC1	1	-1	-2	1	8	20	6
CCOc1cc(/C=C2\N=C(C)OC2=O)cc(Cl)c1OCC(=O)OC	0	·	-1	2	11	-5	·
O=C(CSc1ccc2nnc(-c3ccccn3)n2n1)N1CCN(c2ccccc2)CC1	-2	-8	0	-8	2	14	-5
O=C(NCC1CCCN(C(=O)c2cscn2)C1)c1ccc(-c2ccccc2)cc1 (stereo not given)	-1	·	1	5	-14	-27	·
Cc1cccc[n+]1CC(=O)c1ccc([N+](=O)[O-])cc1	2	30	-17	2	4	-6	2
N#CC1=C(N)OC2=C(C(=O)CCC2)C1c1cccs1 (stereo not given)	-1	-9	5	-1	·	2	-1
O=C(NCC1CC1)[C@H]1[C@H](CO)[C@H]2Cn3c(cccc3=O)[C@H]2N1Cc1cccc(F)c1	-2	·	1	-3	·	-5	·
CCC(OC(=O)c1ccco1)C(=O)NCc1ccc(OC)cc1 (stereo not given)	-2	-9	3	1	-1	-1	0
CC1CCCC(NC(=O)COC(=O)c2ccc3c(c2)OCCO3)C1C (stereo not given)	-2	2	-1	3	0	-2	19
CS(=O)(=O)N1CCc2cc(-c3csc(NC(=O)Cc4ccccc4)n3)ccc21	·	9	·	·	·	2	-1

Later entries.
SMILES	SIRT5 block	esBAF inh	Casp6 inh	S100A4 inh HTS	FN deposit inh	LGR2 inh	C2C12 statin
C[C@@H]1CN([C@@H](C)CO)C(=O)c2cc(-c3ccc(C#N)cc3)cnc2O[C@H]1CN(C)Cc1cncnc1	-9	3	2	12	-1	-1	5
CNc1ccc(-c2cccc([N+](=O)[O-])c2)cn1	·	15	23	-5	17	-18	-2
C/C=C/c1ccc([C@@H]2[C@H]3CN(Cc4ccc(C(=O)OC)cc4)CC(=O)N3[C@H]2CO)cc1	2	·	·	16	·	16	·
COc1ccc(N2CCN(Cc3nc4c(c(=O)n(C)c(=O)n4C)n3CCc3ccccc3)CC2)cc1	0	-1	-1	1	-4	4	7
COc1ccc(C(=O)NCc2ccc3c(c2)OCO3)cc1S(=O)(=O)N(C)Cc1ccccc1	·	11	·	·	-2	2	6
C[C@H]1CN([C@@H](C)CO)C(=O)c2cccc(NC(=O)c3cnccn3)c2O[C@H]1CN(C)Cc1ccc2c(c1)OCO2	-10	-5	·	·	·	14	-1
CN(C)c1ccc(Nc2cc(Cl)ncn2)cc1	2	36	0	-3	4	-49	10
Cc1cc(NC(=O)CSc2nnc(-c3ccccc3F)n2C)no1	-1	3	1	1	2	-1	4
COc1ccc(F)cc1S(=O)(=O)NCC(=O)NCc1cc(=O)n(C)c(=O)n1C	-1	2	1	0	-12	6	9
C[C@H]1CN([C@@H](C)CO)C(=O)c2cc(NC(=O)Nc3ccc4c(c3)OCO4)ccc2O[C@@H]1CN(C)S(=O)(=O)c1ccc(Cl)cc1	6	-3	-2	6	1	-21	·
O=C(CNC(=O)Cc1ccccc1)NCC(=O)OCC(=O)c1ccc(F)cc1	-3	-4	0	-15	-11	6	3
Fc1cccc(-c2c(-c3ccccc3)ncc3cc(F)ccc23)c1	·	-6	3	0	12	-5	23
CCOC(=O)C1=C(c2ccccc2)NC(SCC(=O)Nc2ccccc2C)=C(C#N)C1c1ccco1 (stereo not given)	·	-7	·	·	-3	·	-5
COC(=O)C1=NN(c2ccc(C)cc2)C2(S1)SC(C(C)=O)=C(C)N2c1ccccc1 (stereo not given)	2	1	2	8	1	7	14
COc1ccc(C(=O)c2ccc3oc(-c4ccc(OC)cc4)c(C#CCCO)c3c2)cc1	·	5	-3	-1	9	2	-66

Bioassay records: PubChem, Broad Institute

Some of the compounds tested. The share of hits here may be higher or lower than overall.
